GALK inh = qHTS Assay for Inhibitors of Human Galactokinase (GALK): NCGC Sytravon Library Screen; P51570; recombinant GALK, Kinase-Glo ATP luminescence, 1 h; Potency, µM (titrated, usually from 57.5 µM), inactives show at the highest dose activity, negative = inhibition, most hits filed as inhibitors; 44,000 tested, under 10 active;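 also: plate controls were full GALK reaction for no effect and reaction lacking GALK for full effect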
Target sequence (P51570 whole entry, looked up): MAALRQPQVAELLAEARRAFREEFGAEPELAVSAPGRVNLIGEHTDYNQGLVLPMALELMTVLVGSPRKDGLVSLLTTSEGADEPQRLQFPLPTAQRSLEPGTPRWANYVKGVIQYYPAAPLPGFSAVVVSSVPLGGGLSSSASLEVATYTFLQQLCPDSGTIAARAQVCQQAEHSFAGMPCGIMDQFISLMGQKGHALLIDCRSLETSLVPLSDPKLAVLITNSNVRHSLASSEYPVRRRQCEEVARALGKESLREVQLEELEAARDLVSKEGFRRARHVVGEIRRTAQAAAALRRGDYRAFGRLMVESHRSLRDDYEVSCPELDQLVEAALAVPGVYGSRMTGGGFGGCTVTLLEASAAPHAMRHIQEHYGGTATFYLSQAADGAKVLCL
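Reactions with and without enzyme served as controls. GALK at 5 nM phosphorylates 100 uM galactose using 35 uM ATP (HEPES pH 8.0, Mg2+) for 1 h at RT, with luminescence read 10 min after adding Kinase-Glo Plus.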
B2AR arrestin ag = qHTS assay of beta-arrestin-biased ligands of beta2-adrenergic receptor: NCGC Sytravon Library Screen | Beta-2 adrenergic receptor (Homo sapiens), P07550 | HTLA Tango cells, beta-arrestin recruitment, luciferase luminescence, 18 h | Potency, µM (doses to about 46.1 µM), for inactives: at the highest dose activation, actives largely listed as activators | 44,000 tested, under 10 active;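 also: potency is read from the fitted curve at half-maximal effect; 0% = DMSO and full agonism = EC100 isoproterenol or metaproterenol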
Target sequence (P07550 whole entry, looked up): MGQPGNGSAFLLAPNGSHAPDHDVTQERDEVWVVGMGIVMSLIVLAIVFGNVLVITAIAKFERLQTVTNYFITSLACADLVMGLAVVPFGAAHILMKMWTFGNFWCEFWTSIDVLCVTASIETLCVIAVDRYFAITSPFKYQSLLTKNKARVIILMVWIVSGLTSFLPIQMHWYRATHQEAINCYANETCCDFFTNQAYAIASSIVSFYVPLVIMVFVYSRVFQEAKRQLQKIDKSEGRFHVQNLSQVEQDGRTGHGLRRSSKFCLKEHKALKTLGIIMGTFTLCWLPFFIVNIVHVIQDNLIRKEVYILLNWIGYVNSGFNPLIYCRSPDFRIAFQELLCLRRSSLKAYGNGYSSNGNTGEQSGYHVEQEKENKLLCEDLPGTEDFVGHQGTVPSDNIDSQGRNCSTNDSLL
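Tango cells expressing recombinant beta2-AR and beta-arrestin were treated with compounds (up to 46 microM titration) in DMEM with 1% FBS for 18 hr at 37 degrees C. Beta-arrestin recruitment drove tTA-dependent luciferase, read by luminescence; curves were fitted and classed.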
TSG101-PTAP inh = qHTS Validation Assay for Inhibitors of HIV-1 Budding by Blocking the Interaction of PTAP/TSG101: Sytravon Library Screen; Fluorescence polarization, FITC-PTAP peptide/Tsg101, 20 min; Potency, µM (highest dose often 115 µM), inactives show top-dose activity change, negative = inhibition, usual class: inhibitors; 44,000 tested, under 10 active; also: potency is read from the fitted curve at half-maximal effect; 0% is about no effect
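qHTS FP binding, 20 min r.t.: 10 uM Tsg101 domain + 50 nM FITC-PTAP peptide, pH 7.5 HEPES buffer with TCEP and EDTA.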
p53null 39C tox = qHTS Screen for Compounds that Selectively Target Cancer Cells with p53 Mutations: Cytotoxicity of p53 Null Cells at the Nonpermissive Temperature | Potency, µM (highest dose often 46.1 µM), inactives show at the highest dose activity, negative = cell killing, hits mostly cytotoxic | H1299 p53-null (neo) cells, 39C, ATPlite viability, 24 h | hit rate 0.97% among 55,000;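 also: potency is read from the fitted curve at half-maximal effect; 0% = DMSO only and -100% = full killing by 100 µM tamoxifen; nearly all actives have a fitted effect of over 50% in size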
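Luminescent ATP signal reported cell survival after H1299 lines (neo, p53 null; or p53 A138V) received up to 46 uM compound and 24 hr incubation at 39C.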
FH mod = Identification of activators of human fumarate hydratase by quantitative high-throughput screening. FH coupled MDH/diaphorase resazurin fluorescence, 15 min. Potency, µM (doses to about 79.9 µM), without a hit: at the top dose activity change, negative = inhibition, usual class: inhibitors. hit rate 0.22% among 54,000; also: potency is read from the fitted curve at half-maximal effect; % is scaled to controls: 0 for no effect and ±100 for the full control effect; the screen sought activators but most active calls are inhibition curves; nearly all actives have a fitted effect of over 45% in size
p53null 32C tox = qHTS Screen for Compounds that Selectively Target Cancer Cells with p53 Mutations: Cytotoxicity of p53 Null Cells at the Permissive Temperature; H1299-neo p53 null cells, ATP luminescence, 24 h, 32C; Potency, µM (highest dose often 46.1 µM), without a hit: at the highest dose activity change, negative = cytotoxicity, usual class: cytotoxic; hit rate 0.62% among 55,000; AID 903, 2007;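 also: potency is read from the fitted curve at half-maximal effect; 0% = DMSO only and -100% = full killing by 100 µM tamoxifen; nearly all actives have a fitted effect of over 55% in size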
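Luminescent ATP readout gave cell viability of p53-null H1299-neo cells after a 24 h compound exposure at the permissive 32C. Titrations ran up to 46 uM, and AC50s were fitted with the standard Hill equation.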
NTMT1 inh = Primary qHTS for Inhibitors of N-terminal methyltransferase 1 (NTMT1): MTaseGlo Assay; N-terminal Xaa-Pro-Lys N-methyltransferase 1 (Homo sapiens), Q9BV86; NTMT1 MTase-Glo SAH luminescence, purified enzyme; Potency, µM (titrated, usually from 114 µM), without a hit: top-dose activity change, negative = inhibition, actives largely listed as inhibitors; hit rate 2.5% among 59,000; AID 1645870, 2021;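 also: potency is read from the fitted curve at half-maximal effect; plate controls were DMSO vehicle for no effect and no enzyme for full effect; nearly all actives have a fitted effect of over 65% in size; many of its hits are not listed in these tables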
Target sequence (Q9BV86 whole entry, looked up): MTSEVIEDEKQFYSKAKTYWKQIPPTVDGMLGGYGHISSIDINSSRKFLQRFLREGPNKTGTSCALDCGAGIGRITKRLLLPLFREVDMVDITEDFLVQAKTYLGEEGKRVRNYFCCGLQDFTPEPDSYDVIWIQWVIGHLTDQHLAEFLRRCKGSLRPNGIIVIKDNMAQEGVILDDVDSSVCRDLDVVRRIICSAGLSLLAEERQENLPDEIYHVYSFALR
Numbers without * were called inactive; [ ] = dose if it differs, or a comment. Calls follow the shape of the dose curve; as a rule, active = well fitted curve in the direction sought with a large enough effect; inconclusive = small, poorly fitted or top-dose-only effect, or another doubt; inactive = no such curve, though single readings can be large; an effect the other way counts as inactive or inconclusive. An excerpt; rates above refer to the full screens.

Results for Cc1cccc(OCCSc2nc3ccc(NC(=O)COc4ccccc4F)cc3s2)c1 ?
GALK inh: 0.0%; B2AR arrestin ag: -2.5%; TSG101-PTAP inh: -3.0%; p53null 39C tox: -2.9%; FH mod: -12.0%; p53null 32C tox: -10.7%; NTMT1 inh: 19.7%

What do the screens show for `COc1ccc(-c2nc3cc(NC(=O)COc4ccccc4C)ccc3o2)cc1`?
GALK inh: 0.1%; B2AR arrestin ag: -4.5%; TSG101-PTAP inh: -0.8%; p53null 39C tox: -2.0%; FH mod: -0.2%; p53null 32C tox: -2.4%; NTMT1 inh: inconclusive

What do the screens show for `COc1ccc(CNC(=O)c2nn(-c3ccccc3C)nc2CO)cc1`?
GALK inh: 2.7%; B2AR arrestin ag: -0.9%; TSG101-PTAP inh: -3.7%; p53null 39C tox: -22.1%; FH mod: -2.0%; p53null 32C tox: -11.4%; NTMT1 inh: 7.2%

What do the screens show for `CCCC(=O)Nc1ccc2nc(SCc3ccc(C)cc3)sc2c1`?
GALK inh: 3.7%; B2AR arrestin ag: 0.5%; TSG101-PTAP inh: -1.5%; p53null 39C tox: -2.8%; FH mod: -10.1%; p53null 32C tox: 0.3%; NTMT1 inh: 5.7%

What do the screens show for `COc1ccc(CCCc2nnc(SCC(=O)Nc3cccc(F)c3C)o2)cc1`?
GALK inh: -15.9%; B2AR arrestin ag: -1.7%; TSG101-PTAP inh: -9.2%; p53null 39C tox: inconclusive; FH mod: -5.3%; p53null 32C tox: -12.2%; NTMT1 inh: inconclusive

What do the screens show for `Cc1cccc(NC(=O)Cn2nnc(C(=O)NCc3cccs3)c2N)c1`?
GALK inh: -0.2%; B2AR arrestin ag: 0.9%; TSG101-PTAP inh: 1.5%; p53null 39C tox: 8.4%; FH mod: 0.4%; p53null 32C tox: 16.4%; NTMT1 inh: 9.7%

How did COc1ccc(NC(=O)/C(C#N)=C/c2ccc(C)o2)cc1 do in these assays?
GALK inh: 0.0%; B2AR arrestin ag: -1.5%; TSG101-PTAP inh: 3.5%; p53null 39C tox: inconclusive; FH mod: 2.2%; p53null 32C tox: inconclusive; NTMT1 inh: -12.9%

What do the screens show for `COc1cccc(N2CCN(C(=O)c3cc4c(=O)n(Cc5ccco5)ccc4nc3C)CC2)c1`?
GALK inh: -0.8%; B2AR arrestin ag: -0.7%; TSG101-PTAP inh: -1.5%; p53null 39C tox: -10.6%; p53null 32C tox: -2.9%

Results for COc1ccc(CCNC(=O)CCCCn2c(=O)c3ccccc3n(Cc3ccccc3C)c2=O)cc1OC ?
GALK inh: 5.5%; B2AR arrestin ag: 8.6%; TSG101-PTAP inh: -4.2%; p53null 39C tox: -25.8%; FH mod: -31.0%; p53null 32C tox: -29.3%; NTMT1 inh: -10.9%

How did Cc1nc2c(C(=O)NC(C)c3ccccc3)cnn2c(C)c1Cc1ccccc1 (centres undefined) do in these assays?
GALK inh: -1.0%; B2AR arrestin ag: -1.1%; TSG101-PTAP inh: -4.1%; p53null 39C tox: 12.7%; FH mod: inconclusive; p53null 32C tox: 51.9%[activator]; NTMT1 inh: 19.4%

What do the screens show for `CCOc1ccc(NC(=O)c2cc3sc(Cl)cc3n2CC)cc1`?
GALK inh: -0.9%; B2AR arrestin ag: 0.5%; TSG101-PTAP inh: -2.8%; p53null 39C tox: 13.3%; FH mod: 6.0%; p53null 32C tox: -7.1%; NTMT1 inh: -15.3%

What do the screens show for `CC(=O)Nc1ccc(NC(=O)c2ccc3c(c2)N(Cc2cccc(Cl)c2)C(=O)c2ccccc2S3(=O)=O)cc1`?
GALK inh: 5.8%; B2AR arrestin ag: -1.3%; TSG101-PTAP inh: 4.3%; p53null 39C tox: -12.8%; FH mod: -29.0%; p53null 32C tox: 3.2%; NTMT1 inh: 6.3%

What do the screens show for `CSc1ccc(CCNC(=O)c2ccc(-n3c(C)cc4c3CCC(C)C4)cc2)cc1` (centres undefined)?
GALK inh: 0.3%; B2AR arrestin ag: inconclusive; TSG101-PTAP inh: -1.9%; p53null 39C tox: -23.7%; FH mod: -11.0%; p53null 32C tox: -2.2%; NTMT1 inh: -7.7%

How did CCCn1cc(S(=O)(=O)c2cc(C)ccc2C)c(=O)c2cc(F)c(N3CCN(CC)CC3)cc21 do in these assays?
GALK inh: 2.1%; B2AR arrestin ag: -0.9%; TSG101-PTAP inh: -7.8%; p53null 39C tox: -16.3%; FH mod: 2.7%; p53null 32C tox: -4.2%; NTMT1 inh: -7.7%

Results for CCOC(=O)c1cc2c(=O)n3ccccc3nc2n(CCOC)c1=NC(=O)c1c(-c2c(F)cccc2Cl)noc1C ?
GALK inh: -0.6%; B2AR arrestin ag: 0.2%; TSG101-PTAP inh: -3.0%; p53null 39C tox: 22.4%; FH mod: -14.8%; p53null 32C tox: 16.5%; NTMT1 inh: -22.9%

The list goes on, overlapping the part above by three compounds.
What do the screens show for `CSc1ccc(CCNC(=O)c2ccc(-n3c(C)cc4c3CCC(C)C4)cc2)cc1` (centres undefined)?
GALK inh: 0.3%; B2AR arrestin ag: inconclusive; TSG101-PTAP inh: -1.9%; p53null 39C tox: -23.7%; FH mod: -11.0%; p53null 32C tox: -2.2%; NTMT1 inh: -7.7%

How did CCCn1cc(S(=O)(=O)c2cc(C)ccc2C)c(=O)c2cc(F)c(N3CCN(CC)CC3)cc21 do in these assays?
GALK inh: 2.1%; B2AR arrestin ag: -0.9%; TSG101-PTAP inh: -7.8%; p53null 39C tox: -16.3%; FH mod: 2.7%; p53null 32C tox: -4.2%; NTMT1 inh: -7.7%

Results for CCOC(=O)c1cc2c(=O)n3ccccc3nc2n(CCOC)c1=NC(=O)c1c(-c2c(F)cccc2Cl)noc1C ?
GALK inh: -0.6%; B2AR arrestin ag: 0.2%; TSG101-PTAP inh: -3.0%; p53null 39C tox: 22.4%; FH mod: -14.8%; p53null 32C tox: 16.5%; NTMT1 inh: -22.9%

What do the screens show for `O=C(NC1CC(=O)N(c2ccc(F)cc2)C1)c1cc2ccccc2o1` (centres undefined)?
GALK inh: 0.3%; B2AR arrestin ag: -3.0%; TSG101-PTAP inh: -0.8%; p53null 39C tox: inconclusive; FH mod: -19.2%; p53null 32C tox: -8.1%; NTMT1 inh: inconclusive

What do the screens show for `CCN(CC)c1ccc(NC(=O)CN2C(=O)c3cccnc3Oc3ccccc32)c(C)c1`?
GALK inh: 0.5%; B2AR arrestin ag: 1.2%; TSG101-PTAP inh: 4.6%; p53null 39C tox: -5.8%; FH mod: -22.8%; p53null 32C tox: -6.5%; NTMT1 inh: -14.3%

What do the screens show for `CCOc1ccc(NC(=O)C2CCN(S(=O)(=O)c3c(C)noc3/C=C/c3c(C)cc(C)cc3C)CC2)cc1`?
GALK inh: 0.3%; B2AR arrestin ag: -0.4%; TSG101-PTAP inh: -1.9%; p53null 39C tox: inconclusive; FH mod: -5.7%; p53null 32C tox: -2.8%; NTMT1 inh: -0.9%

Results for COC(=O)c1c(SC)nc2ccccc2c1OCc1ccccc1Cl ?
GALK inh: -3.1%; B2AR arrestin ag: 0.5%; TSG101-PTAP inh: -6.3%; p53null 39C tox: -8.0%; FH mod: -20.5%; p53null 32C tox: -2.8%; NTMT1 inh: 5.5%

Results for COc1ccccc1NC(=O)Cn1c(SCC(=O)NCc2ccccc2)nc2ccccc21 ?
GALK inh: -3.4%; B2AR arrestin ag: 1.2%; TSG101-PTAP inh: 1.6%; p53null 39C tox: -5.7%; FH mod: -8.8%; p53null 32C tox: -2.2%; NTMT1 inh: -7.5%

How did O=C(Nc1cccc(C(F)(F)F)c1)c1cnn(-c2cccc(F)c2)c1C1CCNCC1 do in these assays?
GALK inh: 3.2%; B2AR arrestin ag: 2.5%; TSG101-PTAP inh: 0.6%; p53null 39C tox: -2.7%; FH mod: inconclusive; p53null 32C tox: -0.5%; NTMT1 inh: -26.3%

What do the screens show for `COc1ccc(Cl)cc1NC(=O)c1sc2nc3n(c(=O)c2c1C)CCC3`?
GALK inh: -3.0%; B2AR arrestin ag: 0.2%; TSG101-PTAP inh: -0.5%; p53null 39C tox: -16.9%; FH mod: 8.5%; p53null 32C tox: 11.7%; NTMT1 inh: 1.0%

Results for O=C(NCCc1ccccc1)c1ccc(Cn2c(SCc3ccc(F)cc3)nc3cccnc32)cc1 ?
GALK inh: 0.6%; B2AR arrestin ag: 0.2%; TSG101-PTAP inh: -0.3%; p53null 39C tox: -13.0%; FH mod: -4.1%; p53null 32C tox: -12.4%; NTMT1 inh: 6.2%

Results for CCOC(=O)N1CCc2c(sc3c2c(=O)n(-c2ccccc2C(F)(F)F)c(=O)n3Cc2ccccc2C)C1 ?
GALK inh: -0.4%; B2AR arrestin ag: 1.1%; TSG101-PTAP inh: 0.3%; p53null 39C tox: 11.9%; FH mod: -9.3%; p53null 32C tox: 9.9%; NTMT1 inh: -3.3%

Results for Cc1ccc(NS(=O)(=O)c2ccc3c(c2)CCCN3C(=O)C2CCC2)cc1Cl ?
GALK inh: 1.4%; B2AR arrestin ag: 0.3%; TSG101-PTAP inh: -7.1%; p53null 39C tox: 3.2%; FH mod: inconclusive; p53null 32C tox: 52.4%[activator]; NTMT1 inh: -16.3%

What do the screens show for `CCOC(=O)c1c(NC(=O)c2ccc(C)c(C)c2)sc2c1CCCCC2`?
GALK inh: 1.9%; B2AR arrestin ag: -0.2%; TSG101-PTAP inh: 0.5%; p53null 39C tox: -8.7%; FH mod: -4.5%; p53null 32C tox: 3.7%; NTMT1 inh: 21.5%

What do the screens show for `COC(=O)c1scc(-c2ccc(C)cc2)c1S(=O)(=O)Nc1cc(C)c(Cl)cc1OC`?
GALK inh: 0.7%; B2AR arrestin ag: 6.6%; TSG101-PTAP inh: -8.3%; p53null 39C tox: 16.8%; FH mod: -18.0%; p53null 32C tox: 0.9%; NTMT1 inh: 19.0%

How did CSc1ccc(-c2nc3cc(C)ccn3c2Nc2ccc(C)cc2)cc1 do in these assays?
GALK inh: 1.4%; B2AR arrestin ag: 0.2%; TSG101-PTAP inh: -3.3%; p53null 39C tox: -6.0%; FH mod: 0.0%; p53null 32C tox: -0.8%; NTMT1 inh: 11.6%

What do the screens show for `Cc1ccc(-n2c(=O)c3ccc(C(=O)NCc4ccccc4Cl)cc3n(Cc3ccccc3F)c2=O)cc1`?
GALK inh: 0.6%; B2AR arrestin ag: 0.6%; TSG101-PTAP inh: 1.7%; p53null 39C tox: -2.8%; FH mod: 12.9%; p53null 32C tox: 5.3%; NTMT1 inh: 6.5%

Source: PubChem BioAssay (National Center for Advancing Translational Sciences (NCATS))
